Screening data as filed in PubChem BioAssay.
PKA-R1A activ – PKA-R1A complex activation; AID 504707; activation, % at 11.4 µM; 0.083% of 340,000 active; PKA-R1A dissociation, Cy5-IP20 fluorescence polarization; scaled: DMSO 0%, 113 µM cGMP 100%;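 active = percent activation above the mean of all tested compounds plus 3 SD, cut at about 19% in these data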;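 note: higher means more PKAc released from R1A so a rise in polarization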
PfHsp90 yeast 2 – inhibits growth of yeast expressing Plasmodium falciparum Hsp90. inhibition, % at 9.4 µM. AID 504621. S. cerevisiae expressing PfHsp90, BacTiter-Glo ATP, 48 h; yeast lacking PDR1 and PDR3 efflux regulators. 0.32% of 310,000 active;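 active = every replicate shows inhibition above about 80%, whatever the replicate mean, limit read from the data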;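 note: 0% = DMSO neutral controls and 100% = 20 µM radicicol positive controls; yeast relying on Plasmodium falciparum Hsp90 in place of its own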
Tat transport – inhibitors of E. coli Tat protein transport; E. coli MC4100 TorA-mCherry Tat export, fluorescence; inhibition, % at 10 µM; 0.036% of 340,000 active;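 active = mean replicate inhibition at least 50% and at least half of replicates individually reaching 50%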;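 note: exported cargo escapes ClpAP degradation while cytoplasmic cargo is degraded and loses fluorescence; 0% = median of neutral control wells and 100% = median of NaSCN control wells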
phage Ecoli inh – E. coli growth loss with phage present; inhibition, % at 11.9 µM; AID 651602; 0.26% of 360,000 active; growth absorbance; in the data active = inhibition above about 11%
E coli growth – counter-screen for AddAB inhibitors: E. coli growth inhibition; E. coli V3065 growth, OD600 absorbance, 18 h; inhibition, % at 11.9 µM; 0.27% of 330,000 active;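 active = inhibition above the campaign's mean inhibition across all tested compounds plus 3 SD, cut at about 9.9% in these data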;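 note: uninfected addAB+ strain grown without phage in ampicillin broth; 0% = DMSO wells and 100% = ciprofloxacin 0.95 µg/ml wells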
AddAB inh – less growth of phage-infected E. coli with AddAB; E. coli expressing H. pylori AddAB, absorbance growth; inhibition, % at 11.9 µM; 0.29% of 330,000 active; AID 435030; in the data active = inhibition above about 12%;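 note: 0% = vehicle wells of infected cells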
MOR-DOR inv ag – inverse agonists of human mu-delta opioid receptor heterodimerization. P35372+P41143. cell-based MOR-DOR heterodimer luminescence, inverse agonism. inhibition, % at 9.3 µM. 0.21% of 340,000 active. AID 504357; in the data active = inhibition above about 22%, passing the limit was not always enough;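 note: 0% = cells with DMSO and 100% = wells without cells with DMSO; values of inactives mirror those of a sister screen read the other way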
HTR5A inv ag – HTR5A inverse agonism, opioid heterodimer counter-screen; inhibition, % at 9.3 µM; 0.083% of 340,000 active; P47898; HTR5A cell line, luminescence; in the data active = inhibition mostly above about 23%, no sharp cut-off; inactive = mostly below about 18%;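 note: 0% = cells with DMSO and 100% = no-cell wells with DMSO; some compounds called inactive have numbers as strong as hits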
Target sequence (P47898 whole entry, looked up): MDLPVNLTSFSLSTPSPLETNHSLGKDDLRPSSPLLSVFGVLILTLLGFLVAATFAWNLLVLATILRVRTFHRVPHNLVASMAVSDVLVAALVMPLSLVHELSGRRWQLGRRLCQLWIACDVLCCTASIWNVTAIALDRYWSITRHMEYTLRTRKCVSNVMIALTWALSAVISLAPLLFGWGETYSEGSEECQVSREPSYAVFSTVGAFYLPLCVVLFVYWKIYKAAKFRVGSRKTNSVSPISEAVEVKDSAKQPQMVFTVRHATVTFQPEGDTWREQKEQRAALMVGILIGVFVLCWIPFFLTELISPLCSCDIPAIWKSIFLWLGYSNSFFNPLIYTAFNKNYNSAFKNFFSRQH
PKA-R2B activ – PKA-R2B complex activation. P22694+P31323. PKA-R2B holoenzyme dissociation, Cy5-IP20 fluorescence polarization; R2B truncated from residue 108, S112A mutant; 0% DMSO only, 100% 113 µM cGMP. activation, % at 11.4 µM. 0.079% of 340,000 active;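 active = activation above a cutoff set at the mean over all compounds plus 3 SD, cut at about 18% in these data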;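 note: higher means more holoenzyme dissociation and a rise in polarization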
Target sequence (P31323 whole entry, looked up, other chains not shown, the tested form may be a part): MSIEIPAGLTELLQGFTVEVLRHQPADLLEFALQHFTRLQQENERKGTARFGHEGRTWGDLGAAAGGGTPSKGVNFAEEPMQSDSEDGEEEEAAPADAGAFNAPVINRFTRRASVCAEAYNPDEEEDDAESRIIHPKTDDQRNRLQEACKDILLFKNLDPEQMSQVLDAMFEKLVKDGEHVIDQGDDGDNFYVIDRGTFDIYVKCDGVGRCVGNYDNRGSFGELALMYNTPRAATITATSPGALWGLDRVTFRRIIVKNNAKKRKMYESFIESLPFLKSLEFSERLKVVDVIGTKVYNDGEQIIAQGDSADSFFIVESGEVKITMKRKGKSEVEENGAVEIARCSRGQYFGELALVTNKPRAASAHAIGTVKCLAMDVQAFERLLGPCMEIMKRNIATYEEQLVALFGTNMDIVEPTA
OPRM1-OPRD1 ag – OPRM1-OPRD1 heterodimerization agonism; P35372+P41143; cells, luminescence; activation, % at 9.3 µM; 0.3% of 340,000 active; AID 504326; in the data active = activation above about 18%;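 note: 0% = vehicle-treated cells and 100% = reference agonist; values of inactives mirror those of a sister screen read the other way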
SUMO Mot1 rescue – inhibitors of SUMOylation pathway: yeast Mot1-301 growth rescue. S. cerevisiae Mot1-301 growth rescue, ATP luminescence, 38.5C; percent above DMSO median, 100 means doubled. growth rescue, % at 18.8 µM. 1% of 320,000 active. AID 2716;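 active = every valid replicate shows activation above 250% relative to neutral control wells; inactive = the rest, any valid replicate at or below 250%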;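 note: OY570 slx delta 5 strain wells were the positive control but not used for scaling; some compounds called inactive have numbers as strong as hits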
* = called active by the depositor; x = not tested or not shown; & = joins results of further samples.

SMILES	PKA-R1A activ	PfHsp90 yeast 2	Tat transport	phage Ecoli inh	E coli growth	AddAB inh	MOR-DOR inv ag	HTR5A inv ag	PKA-R2B activ	OPRM1-OPRD1 ag	SUMO Mot1 rescue
Cc1ccc(-c2nc(C#N)c(NCc3cccc4c3OCO4)o2)cc1	-8.9	-11.0	8.5	0.1	-0.3	1.1	3.6	-31.2	-12.7	-0.6	2.0
O=C(N/N=C/c1ccncc1)c1ccc(OCc2ccccc2)cc1	-11.2	8.2	-6.3	3.8	2.1	3.1	8.4	-6.6	5.3	-1.6	-3.3
COc1ccc(C(=O)c2c[nH]c3ccccc23)cc1	-6.1	11.9	2.1	5.1	1.1	7.1	6.0	-9.9	0.6	-1.4	-1.2
CCCCN1C(=O)C(O)(c2ccccc2)c2cc(Br)ccc21 (stereo unspecified)	1.4	10.2	-3.6	-0.5	0.9	0.6	2.7	-4.4	8.4	-0.6	-4.7
Cc1ccc(Cn2nnnc2CN2CCC(NC(=O)C(C)(C)C)CC2)cc1	-7.9	8.1	3.5	1.4	-1.2	-0.6	4.3	-3.3	-5.7	-0.8	8.3
CC(=O)c1cc(OC(=O)N2CCOCC2)ccc1OC(=O)N1CCOCC1	-3.6	-19.1	1.6	2.6	-1.2	0.2	7.0	3.2	9.3	-1.3	12.6
O=C(NC(=S)Nc1ccc(F)c(Cl)c1)C1CC1	-1.8	-21.6	-2.3	1.3	1.4	-0.6	3.2	8.6	0.3	-0.6	19.6
Cc1ccc(NS(=O)(=O)c2ccc(CCC(=O)NCCO)cc2)cc1	3.0	-2.2	-0.3	2.8	0.4	0.5	-3.8	21.4	-21.3	0.7	-9.3
COc1ccc(/C=C\C(=O)CC(O)(c2ccccc2)C(F)(F)F)cc1 (stereo unspecified)	-8.2	x	15.2	2.3	0.4	2.8	-22.2	15.7	-8.6	3.7	-0.8
CC1CN(c2nc3c(c(=O)[nH]c(=O)n3C)n2Cc2ccccc2F)CC(C)O1 (stereo unspecified)	-3.0	-7.6	7.8	4.2	-2.4	-0.6	12.0	17.0	-14.7	-2.2	1.1
O=C(NCC(=O)N(c1ccccc1F)C(C(=O)NCC1CCCO1)c1ccccc1)c1ccco1 (stereo unspecified)	-6.2	13.6	-2.3	-0.3	1.5	-1.7	3.1	-9.2	-5.1	-0.6	-0.5
COc1cccc(NC(=S)N2CCn3c(nc4ccccc43)C2)c1	8.0	-38.2	-23.6	10.8	6.9	8.4	x	x	-12.0	x	-18.3
NS(=O)(=O)c1cccc(Nc2nc3ccccc3nc2NS(=O)(=O)c2ccc(Cl)cc2)c1	-4.2	-9.4	2.1	0.8	0.4	-0.3	-8.9	-26.1	-0.7	1.7	-2.8
Cc1ccc(C)c(NC(=O)CSc2sc3c(O)cc(=O)[nH]c3c2C#N)c1	-5.8	-8.4	12.4	-1.8	-0.6	3.2	-0.7	-1.5	5.2	0.1	-4.1
Clc1ccc(C2=Nn3c(nnc3-c3n[nH]c4c3CCC4)SC2)cc1Cl	1.7	8.1	-1.1	2.7	0.4	1.1	-1.9	-0.4	-4.0	0.3	-7.1
O=C(Oc1ccccc1Cl)c1ccc(-n2cncn2)nc1	-0.4	x	3.5	0.7	-0.4	-2.3	4.8	-20.1	-5.5	-0.9	-10.2
O=C(O)Cn1nc(-c2ccccc2)oc1=O	-14.1	-15.4	0.2	3.2	1.7	-1.2	11.5	3.9	3.3	-2.0	-2.4
COc1ccccc1/C=C/CN1CCC(n2nccc2NC(=O)C2CC2)CC1	2.1	5.5	4.0	0.2	-0.9	1.1	10.1	16.2	-5.6	-1.8	-7.4
O=C(CSc1nnc(-c2ccccc2F)o1)NC1CCCCC1	-1.2	24.0	16.5	3.0	1.3	1.0	11.7	13.4	-9.5	-1.9	9.2
O=C(CSc1ccc(-c2ccc(F)cc2)nn1)NCCc1ccccc1	-1.3	11.6	3.1	2.6	-1.2	-0.4	17.9	6.6	-4.0	-3.7	15.6
CC(=O)Nc1ccc(S(=O)(=O)N2CCN(CCC#N)CC2)cc1	5.2	19.8	-7.1	4.1	1.4	2.1	6.2	-9.3	1.0	-1.2	115.6
CCOc1ccccc1N(C)C(=O)c1ccc2c(=O)n3c(nc2c1)CCCCC3	-4.5	4.6	4.4	0.6	0.7	3.9	15.6	4.2	0.0	-2.9	-8.9
Cc1cccc(CCNC(=O)CCS(=O)(=O)c2cc3c(cc2C)NC(=O)CO3)c1	-5.5	-10.9	1.8	1.1	-0.4	2.0	5.0	-25.2	-9.0	-0.8	-2.9
CCOc1ccc(NS(=O)(=O)c2ccc(C(=O)N(C)Cc3cccc(OC)c3OC)cc2)cc1	-2.3	-13.9	0.0	3.4	-0.2	-1.6	-0.7	12.0	-0.4	0.2	1.2
Cc1cc(C)c(NC(=O)c2cc(C(=O)O)ccc2C(=O)O)c([N+](=O)[O-])c1	-6.6	-9.8	4.5	4.1	-1.0	2.0	2.8	5.2	-9.1	-0.5	203.1
CC1SCCN1S(=O)(=O)c1ccc2ccccc2c1 (stereo unspecified)	-4.0	13.7	-7.6	1.8	2.6	4.6	-16.6	2.5	-5.5	2.8	130.1
O=C(CCCN1C(=O)C(c2ccccc2)Oc2cccnc21)NCc1ccc(F)cc1 (stereo unspecified)	0.7	33.3	-2.7	1.0	-1.9	2.0	13.0	-4.0	-4.5	-2.5	2.7
CN(CCOc1ccc(Cl)cc1)C(=O)CNS(=O)(=O)c1ccc(N(C)C)c([N+](=O)[O-])c1	-6.4	x	5.0	3.2	x	x	-11.9	2.4	-11.0	1.8	x
Brc1ccc2c(c1)C(c1cccnc1)=NNC(c1cccs1)=N2	-7.0	-104.8	-4.4	1.5	1.0	1.6	-16.9	-24.1	-3.4	3.5	18.4
COc1cc(/C=N/NC(=O)c2ccc3ccccc3c2)ccc1Oc1ccc([N+](=O)[O-])cn1	4.7	-8.4	-3.5	3.6	-2.9	-0.4	9.9	2.4	-8.2	-2.0	20.6
COc1ccc(CC(=O)Oc2ccc(C)cc2Br)cc1S(=O)(=O)N1CCOCC1	-2.1	-9.0	6.3	1.8	-1.8	-0.7	-16.7	-10.8	-9.5	2.5	-4.6
O=C(CCc1ccccc1)NNC(=O)c1ccc(F)cc1	8.7	0.7	-4.4	2.8	-0.5	2.6	18.1	-10.1	-0.4	-3.7	1.0
O=C(C[n+]1cccc(C(=O)N/N=C/c2ccc(Br)cc2)c1)c1ccccc1	-4.1	21.4	3.9	2.1	0.7	1.2	15.9	-14.6	0.9	-3.8	-5.3
COc1cccc(N(CC(=O)NCCSc2ccccc2)S(C)(=O)=O)c1	-1.4	-9.3	-4.6	3.2	-1.0	-0.9	-9.2	-15.4	-1.3	1.7	1.5
COC(=O)c1cccc(C(=O)N2CCCC(CCC(=O)N(C)CCc3ccccn3)C2)c1 (stereo unspecified)	-1.2	8.6	-6.8	2.0	0.0	3.2	13.6	-1.5	-1.9	-2.5	431.2
O=S(=O)(Nc1ccccc1)c1ccc(NS(=O)(=O)c2cccs2)cc1	1.5	-7.8	1.6	4.8	0.6	2.3	0.1	-24.8	9.2	0.0	-1.2
Fc1ccccc1C1c2[nH]c3ccccc3c2CCN1Cc1ccoc1 (stereo unspecified)	-8.4	4.4	-1.3	3.4	1.2	0.8	-87.5	-12.9	-4.0	12.2	257.7
O=C1C2Sc3[nH]c(=O)sc3C(c3cc([N+](=O)[O-])ccc3O)C2C(=O)N1c1ccccc1 (stereo unspecified)	-4.9	-9.9	-2.5	0.8	-0.1	1.5	7.6	18.2	-5.8	-1.4	-12.2
CCCCOc1ccc(C(=O)NCC(=O)OC2CCOC2=O)cc1 (stereo unspecified)	3.7	-16.7	-2.6	2.1	-2.2	-1.4	12.7	-18.4	-2.4	-2.1	-16.1
CCOC(=O)c1c(CN2CCOCC2)n(C)c2cc(Br)c(O)c(CN(C)C)c12	6.5&-0.1	21.4	3.2&14.7	0.9&-1.6	1.0&-1.0	2.1&0.0	-3.8&9.8	1.3&-21.2	5.6&-2.8	0.8&-1.6	3.6&-5.4

Next section (two carried over from the part before).
SMILES	PKA-R1A activ	PfHsp90 yeast 2	Tat transport	phage Ecoli inh	E coli growth	AddAB inh	MOR-DOR inv ag	HTR5A inv ag	PKA-R2B activ	OPRM1-OPRD1 ag	SUMO Mot1 rescue
CCCCOc1ccc(C(=O)NCC(=O)OC2CCOC2=O)cc1 (stereo unspecified)	3.7	-16.7	-2.6	2.1	-2.2	-1.4	12.7	-18.4	-2.4	-2.1	-16.1
CCOC(=O)c1c(CN2CCOCC2)n(C)c2cc(Br)c(O)c(CN(C)C)c12	6.5&-0.1	21.4	3.2&14.7	0.9&-1.6	1.0&-1.0	2.1&0.0	-3.8&9.8	1.3&-21.2	5.6&-2.8	0.8&-1.6	3.6&-5.4
CCN(CC)S(=O)(=O)c1ccc(C(=O)NCCN(C)C)cc1	3.4	10.0	-6.9	3.6	-3.1	-0.2	9.5	0.7	7.7	-1.8	-0.6
O=C(Nc1ccnn1C1CCN(C(=O)c2cnsn2)CC1)c1cccc(F)c1	-15.5	1.3	5.5	-0.9	0.1	2.9	20.7	5.9	-3.9	-4.1	-10.7
Cc1noc(C)c1C(=O)Nc1nnc(-c2ccccc2)s1	5.0	-3.7	3.2	1.7	-0.5	2.0	4.7	17.7	-4.4	-0.8	1.2
O=C(c1ccc(S(=O)(=O)N2CCOCC2)cc1)N1CCN(c2ccccc2F)CC1	-4.1	9.6	5.1	2.8	-0.4	-0.3	1.3	-43.7	-6.7	-0.2	4.2
COc1ccccc1CCC(=O)NNC(=O)c1ccc(Br)cc1	11.4	5.5	-2.3	1.0	0.6	3.5	-0.3	-15.9	2.1	0.0	0.2
CCOC(=O)c1ccc(NC(=O)COc2ccc(CNCCO)cc2OCC)cc1	2.8	12.9	-3.2	5.1	2.8	4.8	8.3	-4.5	7.2	-1.8	-6.5
CC(C)c1ccc(NC(=O)CSc2nc3ccccc3nc2N2CCCC2)cc1	4.6	-13.3	6.8	0.3	1.1	-0.9	6.4	-6.6	-2.1	-1.2	9.3
Cn1c(Cc2csc(N)n2)nnc1SCC(=O)NC1CCCCC1	4.4	5.1	-4.0	-1.2	1.1	1.7	0.4	4.2	7.7	-0.1	13.3
CCCONC(=O)Nc1ccccc1[N+](=O)[O-]	3.4	-10.7	-2.4	3.8	2.2	4.3	-11.1	-1.9	4.5	2.1	0.4
Cc1cc2c(N=NC(=O)C3CC3c3ccccc3)c(O)[nH]c2cc1Br (stereo unspecified)	-9.4	1.2	-14.9	0.4	-2.7	2.9	-20.2	-46.9	4.4	3.7	5.3
O=C(CS(=O)(=O)c1cn(Cc2ccc(F)cc2)c2ccccc12)N1CCCCC1	-2.1	x	-9.5	-1.5	-1.2	0.2	11.0	-12.6	1.9	-1.9	-6.3
CCc1ccccc1NC(=O)CN1CCN(C(=O)CCC(=O)N2CCC(c3ccccc3)=N2)CC1	9.3	x	9.3	-0.9	-0.1	0.9	9.2	1.7	-0.7	-2.4	37.2
COc1ccc(/C=C/C(=O)O)cc1S(=O)(=O)N1CCC(Cc2ccccc2)CC1	-13.3	5.3	-2.8	1.2	0.8	2.5	12.9	-0.9	-5.2	-2.6	13.9
CCn1nc(C)c([N+](=O)[O-])c1C(=O)NNC(=O)c1ccccc1Cl	1.5	9.6	0.3	1.3	2.0	5.5	5.4	-15.4	5.9	-1.0	-3.4
